Bioassay records: PubChem BioAssay, several laboratories
AID2073: disruptors of CaV2.2 binding to Mint1 – biochemical, HTRF (AID 2073). HTRF protein-protein interaction, Mint1-CaV2.2; higher % means a stronger effect. one-dose inhibition, % at 20 µM; IC50 in µM for titrated hits. actives 0.19% (n = 290,000); in the data active = inhibition mostly above about 51%, no sharp cut-off; also: some results filed as inactive read as strong as hits
bCat nuc transl: alters nuclear translocation of beta-catenin in HeLa cells | immunofluorescence imaging | nuclear translocation activity, % at 5 µM | actives 0.3% (n = 190,000) | AID 1665;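 active = nuclear translocation activity above 50% at 5 µM, with a well cell count of 50 or more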;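 also: per-cell ratio of nuclear to cytoplasmic median beta-catenin stain intensity; plate controls were DMSO negative control for no effect and GSK-3 inhibitor IX positive control for full effect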
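Test system: human HeLa cell line; Doses: 5 µM primary, 0.02–20 µM confirmation; Incubation: 24 h compound exposure, 37°C; Detection: beta-catenin immunofluorescence imaging with DAPI; Read-out: beta-catenin nuclear/cytoplasmic ratio, % activation.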
Dynein cargo inh: blocks dynein driven cargo transport along microtubules | 3617.4 mouse cells, GR-EGFP nuclear translocation imaging; test concentration mostly 20 µM; stimulated with dexamethasone, 1 µM; hits give low values | z-score, hits read low | actives 0.47% (n = 220,000) | AID 1381;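 active = plate z-score of nuclear minus cytoplasmic receptor signal below a set negative limit, without overly bright fluorescence or cell loss, cut at about -3.5 in these data, passing the limit was not always enough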;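 also: z-score of nuclear minus cytoplasmic ring GR-EGFP intensity difference per well; some compounds called inactive have numbers as strong as hits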
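Buffer or medium – tet-free medium with charcoal-stripped serum · Signal – automated 10x imaging of fixed Hoechst-stained cells · Also added – dexamethasone agonist, 1.0 µM final, for 30 min · Incubation – induction 48 h, compound 1 h, agonist 30 min · Read-out – GR-EGFP nuclear translocation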
Ins promoter up: MIN6 insulin promoter up-regulation; MIN6 insulin promoter-GFP reporter, high-content imaging; hits give high values; z-score at 5 µM; actives 0.3% (n = 190,000); AID 1625;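 active = z-score above 3 at 5 µM with at least 500 cells counted in the well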
WT yeast gro inh: growth inhibition of WT yeast, mitochondrial fusion screen; actives 2.1% (n = 190,000); mitochondrial fusion phenotypic screen, WT strain; inhibition, % at 10 µM; AID 1362; in the data active = inhibition above about 58%; tested in S. cerevisiae
Yfh1-off respiration: enhancers of respiration in Yfh1-depleted yeast, dose response, Friedreich's ataxia, plus single-dose screen (AID 1465). one-dose fold induction at 50 µM; EC50 in µM for titrated hits. S. cerevisiae Yfh1-off respiration, WST-1 reduction, 72 h; higher fold induction means a stronger effect. actives 0.074% (n = 220,000);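 active = fold induction of absorbance versus untreated yeast above a set limit, then at least 30% activation at any dose in follow-up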;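 also: activators that raise dye reduction in frataxin-depleted yeast; strong numbers were not always called active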
HIV fusion peptide: cell-free HIV fusion peptide-binding blockers – biochemical, uHTS, fluorescence dequenching, primary screen (AID 1986) | cell-free peptide binding, fluorescence dequenching, 30 min; higher % means a stronger effect | inhibition, % at 20 µM; hits with a dose series show IC50 in µM | actives 0.3% (n = 290,000); in the data active = inhibition mostly above about 52%, no sharp cut-off; inactive = mostly below about 76%; also: some results filed as inactive read as strong as hits
MT stabilizer: stabilizes microtubules in HeLa cells; actives 0.83% (n = 200,000); % tubulin-high responders, % at 10 µM; AID 2205; HeLa tubulin immunostaining HCS, 24 h; share of cells brighter than vehicle mean+2SD;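 active = plate Z-score above 3 for both tubulin-high and condensed-nucleus cell shares, with cell loss under 80%, at 10 µM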;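 also: anti alpha tubulin signal scored within the nucleus-defined area of each cell; some results filed as inactive read as strong as hits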
Autophagy mod: autophagy modulation, high-content screen; actives 0.98% (n = 190,000); calls only at 10 µM (by protocol); MEF GFP-LC3 puncta imaging; test concentration mostly 10 µM; AID 463193;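 active = percentage of spot-positive cells more than 3 SD above its plate mean, without a fluorescence outlier flag or 80% toxicity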;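 also: spot-positive cell cutoff set from DMSO-treated cells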
WT yeast gro inh mutant strain: further read-out of WT yeast gro inh, marked with its call; inhibition, %; mitochondrial fusion phenotypic screen, mutant strain inhibition
Dynein cargo inh cytoplasmic EGFP: also measured in Dynein cargo inh; calls as there; z-score; measured here: cytoplasmic GR-EGFP intensity; hits give high values
Dynein cargo inh nuclear GR-EGFP: second read-out of Dynein cargo inh, no call of its own (marks repeat the call); z-score; measured here: nuclear GR-EGFP intensity;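 lower value marks the stronger effect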
Dynein cargo inh cell count: also measured in Dynein cargo inh; calls as there; z-score; measured here: cell count per field
Ins promoter up cell count: further read-out of Ins promoter up, marked with its call; cell count; measured here: cytotoxicity, nuclei count;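 total cells summed across four imaged fields per well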
bCat nuc transl cell count 5 µM: also measured in bCat nuc transl; calls as there; cell count; measured here: cell count, cytotoxicity flag
MT stabilizer Hoechst-high %: recorded beside MT stabilizer, whose call it bears; % Hoechst-high responders; measured here: nuclear condensation Hoechst responders;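 share of cells brighter than vehicle mean plus two SD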
MT stabilizer cytotoxicity %: recorded beside MT stabilizer, whose call it bears; toxicity, %; measured here: cytotoxicity by cell density;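 0% = mean cell density of plate MIN control wells and 100% = no cells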
Autophagy mod cell loss 18 h: further read-out of Autophagy mod, marked with its call; toxicity, %; measured here: cell loss, nuclei count;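 cell loss after 18 h compound exposure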
Starred values were filed as active, the others as inactive; i = inactive; . = no result given.

SMILES	AID2073	bCat nuc transl	bCat nuc transl cell count 5 µM	Dynein cargo inh	Dynein cargo inh cytoplasmic EGFP	Dynein cargo inh nuclear GR-EGFP	Dynein cargo inh cell count	Ins promoter up	Ins promoter up cell count	WT yeast gro inh	WT yeast gro inh mutant strain	Yfh1-off respiration	HIV fusion peptide	MT stabilizer	MT stabilizer Hoechst-high %	MT stabilizer cytotoxicity %	Autophagy mod	Autophagy mod cell loss 18 h
CCCn1c(C2CC(=O)N(c3cc(OC)ccc3OC)C2)nc2ccccc21 (stereo not drawn)	-1%	-1.1	1118	0.4	-0.17	0.41	0.24	0.3	1772	5	-2	i	0.3%	2.9	2.0	11	i	5
COc1ccc(-c2nnc(-c3ccc(N(C)C)cc3)o2)cc1	18%	-1.2	1060	1.5	-0.19	0.83	-1.7	-0.09	1937	8	-4	i	-1.9%	2.5	1.6	6.1	i	4
O=C(NCC(=O)N1CCN(S(=O)(=O)/C=C/c2ccccc2)CC1)c1ccccc1F	1%	-4.3	1103	0.8	0.12	0.36	-0.54	0.16	1462	16	-12	i	0.1%	2.5	1.8	4.3	i	-7
Cc1ccc(SCC(=O)Nc2cccnc2)cc1	.	.	.	0.27	-0.22	0.13	0.13	.	.	.	.	i	.	2.2	1.5	2.6	i	-1
CC(C)(C)C1CCc2c(C(=O)NNC(=O)/C=C/C(=O)O)csc2C1 (stereo not drawn)	5%	8.9	530	-0.17	-0.24	-0.11	0.83	0.01	1360	24	-12	i	6.2%	1.3	1.3	0.6	i	21
COCC(=O)N(C)C1(c2nnnn2CCOC(=O)Nc2cccc3ccccc23)CCCC1	18%	-0.4	1040	-0.69	-0.24	-0.37	-0.3	-0.13	1183	-23	-59	i	1.6%	3.2	2.0	2.3	i	-5
COc1ccc(-n2c(COc3cccc4cccnc34)nnc2SCC(=O)O)cc1	-6%	-1.3	978	0.16	-0.17	0.36	-0.75	0.37	1486	4	7	i	-1.0%	1.3	1.0	6.7	i	19
CCOC(=O)c1[nH]c(C(=O)O)c(CCC(=O)OC)c1C	-4%	0.6	1251	0.05	-0.27	0.11	0.42	0.92	1442	-11	8	i	-1.2%	6.0	3.8	6.3	i	3
O=C(NCCC1=CCCCC1)C1CCN(C(=O)c2ccc(Cl)cc2)CC1	12%	0.3	1255	-0.57	-0.15	-0.33	1.1	-0.28	1696	3	-8	i	-1.1%	0.7	1.4	10	i	0
CC1CCCN(C(=S)Nc2ccc(Nc3ccccc3)cc2)C1 (stereo not drawn)	-20%	4.5	916	-0.045	-0.28	-0.12	0.56	0.28	1410	35	22	i	-1.0%	4.1	1.9	6.7	i	14
Cc1ccc(CN2CCSc3ccc(C(=O)N4CCN(c5ncccn5)CC4)cc32)cc1	26%	-1.1	1185	-0.091	-0.23	0.26	0.011	-0.44	1247	-8	2	i	-2.2%	6.3	2.6	20	i	-9
CNC(=O)/C(C#N)=C/c1c(N(Cc2ccccc2)Cc2ccccc2)nc2c(C)cccn2c1=O	4%	0.0	1021	-0.036	-0.29	-0.14	0.78	-0.79	1223	37	10	i	-3.7%	1.4	2.0	8.4	i	17
CCOC(=O)C(CC)(CC)C(=O)/C=C/c1cccc(Br)c1	.	.	.	-0.22	-0.19	0.044	-0.2	.	.	.	.	i	.	4.7	5.5	9.2	i	2
O=C(Cn1nnc(-c2ccccc2)n1)N/N=C/c1cccc([N+](=O)[O-])c1	-9%	2.0	513	-0.6	-0.26	-0.33	0.67	-0.4	1318	5	-1	i	-2.3%	5.4	2.1	7.6	i	1
Cc1cc(=O)n2nc(N3CCCC(C(=O)N4CCN(C)CC4)C3)sc2n1 (stereo not drawn)	5%	-1.0	1062	-0.15	-0.22	-0.2	0.43	0.28	1182	-9	-4	i	-0.8%	2.8	2.3	4.6	i	2
CCCCn1c(N)c(N(CCOC)C(=O)CSc2nc3ccc(C)cc3[nH]2)c(=O)[nH]c1=O	-1%	-6.5	974	1.6	-0.2	1.4	-2	-0.01	1078	-10	2	i	0.4%	5.7	2.1	7.7	i	44
O=C(CSc1ccc2c(c1)OCCO2)Nc1ncc(Cl)cc1Cl	-10%	-1.5	1165	-1.4	-0.22	-0.98	1.2	-0.01	884	8	14	i	-0.3%	2.7	2.3	7.4	i	-36
Cc1noc(C)c1COc1ccc(C(=O)OCC(=O)Nc2c(C)n(C)n(-c3ccccc3)c2=O)cc1	-8%	0.0	1534	0.18	-0.31	0.1	0.11	.	.	0	1	i	-1.0%	1.9	1.2	1.2	i	-8
CO/N=C/C(C#N)=C/c1cc(C(=O)c2ccccc2)cn1C	-3%	-1.2	1047	0.22	-0.19	0.048	-0.56	2	1180	9	6	i	-1.5%	6.9	3.9	14	i	-1
CC(=O)N(C(C)=O)n1c(/C=C/c2cccc([N+](=O)[O-])c2)nc2ccccc2c1=O	10%	1.5	982	1.1	-0.26	0.86	-0.73	-0.18	1422	-4	-10	i	1.5%	3.1	2.5	1.5	i	-1

Two of the compounds above, bar-delimited:
canonical_smiles | AID2073 | bCat nuc transl | bCat nuc transl cell count 5 µM | Dynein cargo inh | Dynein cargo inh cytoplasmic EGFP | Dynein cargo inh nuclear GR-EGFP | Dynein cargo inh cell count | Ins promoter up | Ins promoter up cell count | WT yeast gro inh | WT yeast gro inh mutant strain | Yfh1-off respiration | HIV fusion peptide | MT stabilizer | MT stabilizer Hoechst-high % | MT stabilizer cytotoxicity % | Autophagy mod | Autophagy mod cell loss 18 h
O=C(CSc1ccc2c(c1)OCCO2)Nc1ncc(Cl)cc1Cl | -10% | -1.5 | 1165 | -1.4 | -0.22 | -0.98 | 1.2 | -0.01 | 884 | 8 | 14 | i | -0.3% | 2.7 | 2.3 | 7.4 | i | -36
Cc1noc(C)c1COc1ccc(C(=O)OCC(=O)Nc2c(C)n(C)n(-c3ccccc3)c2=O)cc1 | -8% | 0.0 | 1534 | 0.18 | -0.31 | 0.1 | 0.11 | . | . | 0 | 1 | i | -1.0% | 1.9 | 1.2 | 1.2 | i | -8

The listing continues:
SMILES	AID2073	bCat nuc transl	bCat nuc transl cell count 5 µM	Dynein cargo inh	Dynein cargo inh cytoplasmic EGFP	Dynein cargo inh nuclear GR-EGFP	Dynein cargo inh cell count	Ins promoter up	Ins promoter up cell count	WT yeast gro inh	WT yeast gro inh mutant strain	Yfh1-off respiration	HIV fusion peptide	MT stabilizer	MT stabilizer Hoechst-high %	MT stabilizer cytotoxicity %	Autophagy mod	Autophagy mod cell loss 18 h
CCOC(=O)N1CCN(c2c(N3CCN(c4cc(C)ccc4C)CC3)c(=O)c2=O)CC1	15%	.	.	-0.52	-0.27	-0.23	0.28	0.24	866	-4	-3	i	-1.6%	4.2	3.3	5.0	i	5
O=C(NN1CCOCC1)c1cc(-c2ccc(Br)s2)nc2ccccc12	1%	-0.8	1132	0.18	-0.16	0.16	-0.19	-0.32	1291	-10	-6	i	2.0%	3.9	1.9	1.4	i	18
COC(=O)c1cn(CCOc2ccccc2F)c2ccccc12	-4%	.	.	-0.32	-0.16	-0.074	0.52	.	.	46	50	i	1.6%	1.0	1.4	8.1	i	7
CCCc1[nH]nc2c1C(c1cccnc1)C(C#N)=C(N)O2 (stereo not drawn)	6%	0.0	1495	0.31	-0.35	0.31	-0.36	-0.03	1648	8	2	i	-1.2%	2.2	2.7	12	i	9
O=C(CCNS(=O)(=O)c1cccc2nsnc12)Nc1ccc2c(c1)OCCO2	4%	0.8	1158	-0.83	-0.34	-0.48	1.1	-1.4	699	-2	-2	i	0.3%	3.2	1.1	4.0	i	-10
CN(CCO)Cc1csc2ccc(Br)cc12	-3%	-4.6	1220	-0.13	-0.28	-0.067	0.66	.	.	0	10	i	1.5%	2.5	2.0	4.1	i	-1
COc1cc(C(=O)Nc2ccc3c(c2)N(C(=O)CCN(C)C)c2ccccc2CC3)cc(OC)c1OC	-11%	1.7	1004	-0.58	-0.08	-0.34	-0.42	1.2	1411	-15	4	i	0.5%	2.5	1.6	5.6	i	-8
COC(=O)c1n[nH]c2ccccc12	22%	0.6	1157	-0.026	-0.022	0.29	-0.17	-0.43	1332	-2	-12	i	1.7%	4.8	1.9	4.2	i	0
O=C(c1ccc(CNc2c(N3CCOCC3)c(=O)c2=O)cc1)N1CC=C(c2ccccc2)CC1	2%	-2.5	1217	-0.67	-0.2	-0.052	0.66	0.39	1783	9	-2	i	0.5%	2.7	2.8	8.8	i	11
CC(C)c1cc(NC(=O)C(C)(C)C)cc(C(C)C)c1O	-9%	-5.1	1143	0.91	-0.3	0.34	0.25	0.13	1271	-13	-2	i	-2.3%	2.6	1.8	8.7	i	-1
Cc1ccc(OCCSc2nnc(-c3ccncc3)n2C)cc1	7%	-5.4	990	-0.33	-0.17	-0.051	-0.044	-0.34	1218	-2	-104	i	-1.3%	0.9	2.0	11	i	-8
Cc1ccc(-c2cnc(SCC(=O)N3CCCc4ccccc43)n2C)cc1	-17%	-1.5	902	-0.56	-0.22	-0.42	0.84	0.66	1099	25	18	i	2.6%	3.2	1.5	9.3	i	-22
CC(C)(C)OC(=O)N1CCC(CNC(=O)c2ccc(F)cc2)CC1	25%	-1.0	1290	-0.66	0.42	0.19	1	-0.31	1078	.	.	i	0.0%	.	.	.	.	.
O=C(COC(=O)c1ccc(-c2nnc(-c3ccccc3)o2)cc1)c1ccccc1	33%	-2.6	1115	-0.72	-0.31	-0.45	0.8	-0.79	1504	-17	-4	i	-1.0%	5.7	1.8	6.6	i	-10

Compounds as they come; any-hit rate near 4.2%.
